dFosB activator: activators of mouse delta FosB homodimer; P13346; purified delta FosB, TAMRA-CDK5 oligo fluorescence polarization; percent of positive-control signal above neutral wells; activation, % at 25 µM; hit rate 0.99% among 340,000; AID 493131;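 active = mean activation above about 17%, with every replicate also reaching it, limit read from the data, passing the limit was not always enough; inconclusive = only one of the two conditions met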;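 also: fluorescence polarization rise as delta FosB binds a TAMRA Cdk5 AP-1 oligo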
Target sequence (P13346 whole entry, looked up): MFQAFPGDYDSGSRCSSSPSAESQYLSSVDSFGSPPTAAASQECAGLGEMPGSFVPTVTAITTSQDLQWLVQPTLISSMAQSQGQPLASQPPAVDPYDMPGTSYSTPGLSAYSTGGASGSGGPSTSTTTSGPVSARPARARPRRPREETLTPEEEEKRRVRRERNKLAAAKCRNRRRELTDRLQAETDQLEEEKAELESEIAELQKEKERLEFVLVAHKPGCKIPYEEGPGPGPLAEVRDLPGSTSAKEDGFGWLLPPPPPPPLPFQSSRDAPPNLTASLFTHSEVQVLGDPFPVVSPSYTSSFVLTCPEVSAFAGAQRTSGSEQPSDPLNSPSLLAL
MITF TRPM1 HTS: increases MITF-driven TRPM1 promoter luciferase signal; SK-MEL-5 TRPM1-promoter luciferase, 24 h; % of positive control, neutral wells = 0; activation, % at 12.5 µM; hit rate 0.75% among 300,000; AID 588334;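 active = mean activation of at least 80% with every replicate also reaching 80%; inconclusive = mean reaches 80% but some replicate falls short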;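 also: 0% = neutral control wells and 100% = parthenolide positive control wells; values of inactives mirror those of a sister screen read the other way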
SR-BI DiI inh: inhibitors of mouse SR-BI mediated HDL lipid uptake | ldlA[mSR-BI] CHO cells, DiI-HDL uptake fluorescence, 3 h | inhibition, % at 12.5 µM | hit rate 0.96% among 320,000;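 active = mean replicate inhibition of at least 70% and a set share of replicates each scoring 70 or more; inconclusive = meets just one of the two criteria; inactive = fails both criteria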;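 also: 0% = median of neutral control wells and 100% = median of positive control wells; values of inactives mirror those of a sister screen read the other way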
HTR5A inv ag: HTR5A inverse agonism, opioid heterodimer counter-screen | P47898 | HTR5A cell line, luminescence | inhibition, % at 9.3 µM | hit rate 0.083% among 340,000; in the data active = inhibition mostly above about 23%, no sharp cut-off; inactive = mostly below about 18%;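 also: 0% = cells with DMSO and 100% = no-cell wells with DMSO; some compounds called inactive have numbers as strong as hits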
Target sequence (P47898 whole entry, looked up): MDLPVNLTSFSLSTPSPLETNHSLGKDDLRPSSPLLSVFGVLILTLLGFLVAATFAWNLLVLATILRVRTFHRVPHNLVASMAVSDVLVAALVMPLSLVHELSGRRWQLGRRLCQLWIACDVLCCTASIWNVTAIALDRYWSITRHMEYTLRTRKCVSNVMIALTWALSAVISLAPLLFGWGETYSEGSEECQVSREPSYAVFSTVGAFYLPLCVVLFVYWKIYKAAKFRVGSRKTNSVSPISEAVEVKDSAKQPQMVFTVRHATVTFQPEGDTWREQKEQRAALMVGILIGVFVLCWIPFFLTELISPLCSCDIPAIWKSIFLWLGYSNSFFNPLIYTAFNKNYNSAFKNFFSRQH
NSD2 HMT inh: inhibitors of human histone methyltransferase NSD2 | NSD2 peptide methylation, AlphaScreen, 120 min | inhibition, % at 12.5 µM | hit rate 0.54% among 310,000 | AID 743445; in the data active = inhibition above about 50%
Wnt act: Wnt/beta-catenin pathway activation; Wnt/beta-catenin reporter cell assay, activator, plate reader; AID 743398; hit rate 1.2% among 300,000; activation, % at 9.35 µM; in the data active = activation above about 30%, passing the limit was not always enough; inconclusive = no clear call, values can overlap the other calls;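 also: 0% = neutral control wells and 100% = positive control wells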
PvdQ inh: blocks Pseudomonas aeruginosa PvdQ acylase activity; purified PvdQ acylase, fluorescence plate reader; inhibition, % at 10 µM; hit rate 0.063% among 340,000; in the data active = inhibition above about 30%, passing the limit was not always enough; inconclusive = no clear call, values can overlap the other calls;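 also: 0% = vehicle neutral wells and 100% = reference inhibitor wells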
V-ATPase pHluor: regulators of yeast V-ATPase proton transport. S. cerevisiae, pHLuorin cytosolic pH fluorescence. response, % at 10 µM. hit rate 0.37% among 350,000; in the data active = response mostly above about 7.3%, no sharp cut-off; inactive = mostly below about 5.4%; also: actives read high; inactives centre near 0; some compounds called inactive have numbers as strong as hits; reference of the scale not given here
HTR5A ag: HTR5A agonism, opioid heterodimer counter-screen; hit rate 0.61% among 340,000; activation, % at 9.3 µM; HTR5A agonist assay, luminescence, cell-based; P47898; in the data active = activation mostly above about 9.5%, no sharp cut-off; inactive = mostly below about 7.6%;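 also: 0% = cells with vehicle only and 100% = reference agonist; strong numbers were not always called active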
CDK5 inh: CDK5/p35 (human) kinase inhibition. AID 488839. inhibition, % at 10 µM. Recombinant CDK5/p35, ADP-Glo luminescence, 60 min. hit rate 0.01% among 330,000. Q00535+Q15078;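 active = highest replicate inhibition of at least 50% and at least 75% of replicates reaching 50%; inconclusive = only one of the two criteria met; inactive = both criteria failed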;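 also: plate controls were DMSO neutral control for no effect and GW8510 at 10 µM for full effect; many of its hits are not listed in these tables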
* marks the source's active call; other numbers are inactive results; ? = inconclusive; . = no result given.

SMILES	dFosB activator	MITF TRPM1 HTS	SR-BI DiI inh	HTR5A inv ag	NSD2 HMT inh	Wnt act	PvdQ inh	V-ATPase pHluor	HTR5A ag	CDK5 inh
CCCn1c(C(C)C)n[nH]c1=S	5.9	-12.9	.	-4.8	-3.6	-2.7	5.0	0.7	1.5	0.6
O=C(c1ccc(CS(=O)Cc2ccc(Cl)cc2)o1)N1CCN(c2ccccn2)CC1 (stereo not given)	-4.7	-4.8	-10.9	-4.3	0.8	-1.5	-5.3	-2.9	0.4	.
O=C(CN1CCN(Cc2ccc3c(c2)OCO3)CC1)NCC(F)(F)F	5.2	3.4	-7.9	-31.7	-0.6	-3.2	-15.6	-2.2	-5.0	-1.9
CCc1ccc(CCC(=O)Nc2sc3c(c2C#N)CCCC3)o1	-7.4	-37.6	62.4	-6.2	-1.9	.	-16.8	-4.2	1.5	1.9
CCC(=O)Nc1nc2ccccc2n1Cc1ccccc1	-1.0	-10.0	7.0	-18.1	-0.5	.	-9.9	-1.6	1.2	1.2
COC(=O)CNC(=O)C1CCCN1C(=O)CNC(=O)OC(C)(C)C (stereo not given)	6.1	15.5	-30.8	16.1	-0.6	.	-9.7	-0.2	-8.0	-1.1
CC(C)CC(=O)CN1C(=O)C2(OCCO2)c2ccccc21	3.0	-5.2	4.9	13.3	0.2	-4.4	-11.9	1.4	5.5	-0.8
COc1cc(NC(=O)COC(=O)c2ccc(S(=O)(=O)N3CC(C)CC(C)C3)cc2)c(C)cc1[N+](=O)[O-] (stereo not given)	0.7	4.9	-4.8	11.9	.	.	6.5	-3.9	-4.7	2.1
CCCSc1nc2cc(S(=O)(=O)N3CCOCC3)ccc2n1CC	-0.7	4.2	2.8	-9.1	-5.9	-2.5	-15.2	0.5	-2.5	0.1
COCCOc1ccc(C(F)(F)F)cc1NC(=O)CN1C(=O)NC(C)(c2ccc3c(c2)OCO3)C1=O (stereo not given)	-15.8	-1.1	-2.9	29.2	-0.8	-0.8	-10.4	0.2	-0.9	-9.0
Cc1nn(CC2CC2)c(=O)n1-c1cccc(Cl)c1	-2.2	7.7	-28.9	2.9	-1.8	-4.2	-9.8	-1.4	-1.0	1.8
COc1ccc(N2CSC3=C(C#N)C(c4cccs4)CC(=O)N3C2)cc1 (stereo not given)	4.6	.	18.4	-4.9	10.7	-5.2	-0.6	1.4	-4.4	0.5
O=C(CSc1nc2ccccc2[nH]1)Nc1ccc2c(c1)OCCO2	-5.0	14.8	-10.3	5.0	1.5	.	-3.1	-2.5	0.4	1.9
Cc1nc(-c2ccccc2)sc1C1(C)CC(c2cccc(F)c2)=NO1 (stereo not given)	1.5	-2.5	20.2	-34.1	.	3.0	-12.1	5.0	4.1	-0.1
COc1ccc(C2C3=C(CC(C)(C)CC3=O)N(C)C3=C2C(=O)CC(C)(C)C3)cc1OC	-8.1	0.5	8.8	-31.9	0.1	0.4	-5.1	5.9	-0.7	-0.1
Cc1cc(NC(=O)CN2C(=O)NC(Cc3ccccc3)C2=O)no1 (stereo not given)	2.8	5.7	-8.7	-7.6	2.5	.	4.9	.	-1.2	0.0
O=C(CN1C(=O)CSc2ncccc21)N1CCOCC1	1.2	-8.0	0.1	0.5	.	-3.9	-15.2	3.2	-0.2	1.3
COc1ccc(N2CCN(C(=O)COc3ccc4c(C)cc(=O)oc4c3C)CC2)cc1	-0.7	3.0	13.1	-5.8	0.0	-4.8	-10.1	-1.2	-5.0	-1.0
COc1ccc2[nH]c(=O)c(CN(C)C(=O)c3cccs3)cc2c1	3.5	9.2	.	-8.6	-1.2	6.5	1.0	-0.1	-2.6	-1.7
COC(=O)C1=C(C)N(CC2CC2)C(=NCc2cccc(C(F)(F)F)c2)N[C@H]1c1ccccc1	-0.4	-17.5	-0.1	11.5	.	.	-16.9	3.3	6.2	1.2
CCC(=O)Nc1ccc2c(c1)C(=O)N(C)C2=O	10.6	-0.9	-2.8	-6.5	0.7	.	-0.2	1.4	2.3	-2.7
CNc1ncc(C(=O)c2ccc(-c3ccccc3)cc2)s1	-8.8	77.3	67.7	-10.3	0.2	41.4*	6.2	-2.1	3.5	-0.9
Cc1ccc(N2CC(C(=O)NCCN3CCOCC3)CC2=O)cc1C (stereo not given)	4.6	-9.7	.	-3.0	1.4	1.0	-14.2	-2.6	1.1	-0.4
CC(Nc1cccc2ccccc12)C(=O)N/N=C/c1ccccn1 (stereo not given)	-13.2	-26.5	-4.2	-1.8	131.7*	.	11.3	0.6	-0.5	0.3
CC(=O)c1ccc(OCCOc2ccc(C#N)cc2)cc1	-13.8	2.9	-5.9	11.0	-1.4	-2.1	1.4	-5.9	1.4	0.3
CCc1cc(CC)c(/C=N/NC(N)=O)c(CC)c1	-8.1	-7.2	-3.4	3.9	-0.9	-1.0	13.2	1.5	-1.6	0.3
COc1ccc(NC(=O)CN(C)CC(=O)Nc2cccc(F)c2)cc1Cl	-16.2	6.1	2.8	4.3	-3.6	-0.5	8.4	-4.3	-1.7	0.1
O=C1N=C2SCCN2/C1=C\c1c(Cl)cccc1Cl	5.7	-4.2	-9.2	-9.5	1.0	.	-0.4	0.2	-4.5	1.1
CCN(CC)c1ccc(NC(=O)CCc2nnc3ccc(N4CCCC4)nn23)c(C)c1	-5.0	4.2	1.0	-2.2	.	-0.7	8.8	0.6	0.8	-0.8
S=C(Nc1ccc(Cl)cc1)c1nc2ccccc2[nH]1	29.1*	17.6	123.3*	12.9	-0.8	.	8.4	2.0	5.7	1.3
Cc1ccc(-n2nc(-c3cccs3)cc2C(=O)NCC2CCCO2)c(C)c1 (stereo not given)	-8.0	-3.6	37.3	-1.9	-5.3	-0.2	-11.2	0.4	0.6	1.6
COc1cc(OC)cc(C(=O)NCC(=O)OCC(=O)/C=C2/N(C)c3ccccc3C2(C)C)c1	8.0	-6.6	34.7	-8.1	.	-5.4	-5.8	-0.6	2.9	-1.0
S=c1[nH]ncn1/N=C/c1ccc(Br)cc1	-3.2	-2.3	2.5	24.3	1.7	.	-2.2	-5.5	-9.6	4.5
COc1ccc(NC(=O)CSc2nncn2C)cc1	4.6	2.4	-28.3	-17.9	-1.7	0.3	8.0	2.9	4.8	0.5
Cn1nccc1C(=O)OCC(=O)Nc1nc(-c2ccccc2)cs1	-13.3	41.5	15.8	-0.4	0.8	.	-12.6	-1.1	0.2	-15.0
N#C/C(=C\c1ccc(F)cc1F)S(=O)(=O)c1ccccn1	1.0	-2.8	-19.5	-12.6	-10.8	2.7	-10.3	-3.6	-0.1	1.0
COCC(C)NC(=O)c1cc2cc(OC)ccc2[nH]1 (stereo not given)	-0.7	.	-1.2	4.4	0.8	2.5	-8.4	-1.4	1.2	0.0
COc1ccc(N2C(=O)/C(=C\c3ccco3)N=C2SCC(N)=O)cc1Cl	-6.8	-0.6	29.2	.	3.4	0.1	-7.0	-0.3	.	0.3
CCN1C(=O)N(CC)c2cccc3cccc1c23	-8.2	12.2	.	-6.2	0.0	-3.4	-11.9	-1.3	1.7	0.7
O=C(CCNC(=O)c1ccc(Cl)cc1)Nc1ccc(S(=O)(=O)N2CCCCC2)cc1	-0.7	-19.0	32.8	7.4	-0.1	-1.0	-17.2	-1.6	-2.5	1.8
N#Cc1c(N)n(Cc2ccccc2)c(=O)c2cc([N+](=O)[O-])ccc12	7.9	17.6	9.1	23.2	-3.6	-0.6	0.0	-0.3	-6.6	1.2
CCc1ccc(NC(=O)CSc2nc(=O)n(CCCN(C)C)c3c2CCC3)cc1	3.1	2.5	-16.6	7.4	2.5	-4.7	-8.7	-4.2	-3.0	-0.5
O=C1C2C3C=CC(C2C(=O)N1CCO)C1C(=O)N(CCO)C(=O)C31 (stereo not given)	3.7	-13.5	-4.2	-1.9	0.1	0.6	-2.6	0.1	0.5	-1.1
Cc1cccc(/C=C/C(=O)c2ccc(NC3=NCCCS3)cc2)c1	12.6	-0.9	8.6	8.0	4.0	?	3.5	-0.8	-3.1	1.2
O=C(COC(=O)c1cc[n+]([O-])cc1)Nc1ccc(Br)cc1	-8.3	9.4	3.4	-6.8	-5.6	0.1	-6.6	-6.5	1.9	0.9

A run of entries taken from the entries so far, as a working copy:
SMILES	dFosB activator	MITF TRPM1 HTS	SR-BI DiI inh	HTR5A inv ag	NSD2 HMT inh	Wnt act	PvdQ inh	V-ATPase pHluor	HTR5A ag	CDK5 inh
CCCn1c(C(C)C)n[nH]c1=S	5.9	-12.9	.	-4.8	-3.6	-2.7	5.0	0.7	1.5	0.6
O=C(c1ccc(CS(=O)Cc2ccc(Cl)cc2)o1)N1CCN(c2ccccn2)CC1 (stereo not given)	-4.7	-4.8	-10.9	-4.3	0.8	-1.5	-5.3	-2.9	0.4	.

Continuation:
SMILES	dFosB activator	MITF TRPM1 HTS	SR-BI DiI inh	HTR5A inv ag	NSD2 HMT inh	Wnt act	PvdQ inh	V-ATPase pHluor	HTR5A ag	CDK5 inh
CC(=O)C1=C(O)C(=O)N(c2nccs2)C1c1ccccc1F (stereo not given)	0.7	-4.7	-5.5	-29.3	-5.4	0.1	-5.6	-2.2	-3.5	0.2
CN(C)C(=O)c1cc(C(=O)c2ccccc2F)c[nH]1	1.1	13.9	45.9	10.7	-2.0	6.0	20.8	-23.8	-3.0	1.4
CC(=O)CSc1cc(-c2ccccc2)nc2ncnn12	-10.8	.	-9.4	-7.2	1.1	9.2	-18.6	-1.1	-1.6	-1.5
CCOC(=O)c1c(C)oc2c1c(CN1CCN(CCO)CC1)c(O)c1ccccc12	-4.2	4.7	11.5	-8.6	3.1	7.8	10.4	0.7	3.4	5.2
O=c1[nH]c2ccccc2n2c(=S)[nH]nc12	-6.4	-2.7	.	-11.3	-0.6	-1.0	-12.4	-1.4	3.4	0.2
Cc1c(N)cc(C(=O)N2CCOCC2)cc1[N+](=O)[O-]	-1.3	-0.2	-31.4	-13.3	16.0	-1.0	-3.2	2.5	-0.1	1.3
CCN(CC)CC(C)CNC(=O)CN1C(=O)CSc2ccc(S(=O)(=O)N3CCOCC3)cc21 (stereo not given)	-3.8	3.1	-2.4	12.8	15.7	-0.8	-12.3	6.2	-4.9	-0.6
O=C(/C=C/c1ccccc1)Nc1sc2c(c1C(=O)O)CCC2	-8.8	-7.9	.	-13.0	.	8.5	-5.3	-3.3	5.3	-2.3
CSc1ccc(-c2nc(CN(C)C3CCOC3)c(C)o2)cc1 (stereo not given)	-4.1	48.5	34.6	-9.7	2.8	21.9	2.1	-1.1	3.5	-0.2
Cc1ccc(S(=O)(=O)N2CCN(C(=O)C3CCN(c4ncnc5sc(C)c(C)c45)CC3)CC2)c(C)c1	-5.7	-2.9	42.1	14.0	1.8	-0.7	8.1	3.1	-3.9	1.3
CCCCN(C)CCCNC(=O)CCn1nc(-c2ccccc2)ccc1=O	-2.9	3.7	-51.5	18.1	2.5	-0.6	0.4	-3.8	5.3	.
Cc1ccc2c(c1)C(=O)C(=O)N2CC(=O)OC(C)C	-1.1	-5.2	-17.4	23.4	-0.2	.	-27.4	3.3	-9.2	0.2
COc1ccc(/C=N/NC(=O)c2nc(-c3ccccc3)n(-c3ccccc3)n2)cc1OC	-3.1	-0.5	-0.9	11.5	-0.4	-1.6	-6.8	-0.5	-0.8	0.1
COc1cc(CNCCc2c[nH]c3ccccc23)ccc1OCc1ccc(F)cc1	8.8	-6.8	6.2	-5.9	17.5	.	13.8	4.5	10.8*	1.5
CCCOc1cccc(C2C(C(=O)c3ccco3)=C(O)C(=O)N2c2nnc(C)s2)c1 (stereo not given)	-14.2	-4.7	-9.3	-11.3	15.0	3.2	-14.0	5.5	4.7	-1.5
